Source: PubChem BioAssay
TSG101-PTAP inh = blocks PTAP/TSG101 interaction to inhibit HIV-1 budding | Q99816 | Fluorescence polarization, FITC-PTAP peptide / Tsg101 binding | AID 493005 | 340,000 tested, under 10 active | Potency, µM (doses to about 115 µM), for the others: top-dose activity change, negative = inhibition, hits mostly inhibitors; active means well fitted inhibition curve with a large enough effect in the main read-out, with a control signal flat, not every such curve was filed as active; inconclusive means small, poorly fitted or top-dose-only effect, or effect the other way, or a change in a side signal; inactive means no such curve, though single readings can be large or run the other way; further: potency means the concentration at half of the fitted maximal effect; % of control where 0% means no effect
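Steps: Tsg101 binding domain dispensed (10 uM final), compounds pinned in DMSO, FITC-labeled PTAP-motif peptide added (50 nM final); after 20 min binding at room temperature, polarization measured.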
B2AR arrestin = agonists driving beta-arrestin recruitment to human beta2-adrenergic receptor; P07550; beta-arrestin recruitment to beta2AR, cell-based reporter; Potency, µM (doses to about 46.1 µM), inactives show at the highest dose activation, actives largely listed as activators; 0.02% of 330,000 active; AID 492947;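 further: potency means the concentration at half of the fitted maximal effect; 0% = DMSO controls and full agonism = EC100 isoproterenol or metaproterenol; nearly all actives have a fitted effect of over 65% in size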
Target sequence (P07550 whole entry, looked up): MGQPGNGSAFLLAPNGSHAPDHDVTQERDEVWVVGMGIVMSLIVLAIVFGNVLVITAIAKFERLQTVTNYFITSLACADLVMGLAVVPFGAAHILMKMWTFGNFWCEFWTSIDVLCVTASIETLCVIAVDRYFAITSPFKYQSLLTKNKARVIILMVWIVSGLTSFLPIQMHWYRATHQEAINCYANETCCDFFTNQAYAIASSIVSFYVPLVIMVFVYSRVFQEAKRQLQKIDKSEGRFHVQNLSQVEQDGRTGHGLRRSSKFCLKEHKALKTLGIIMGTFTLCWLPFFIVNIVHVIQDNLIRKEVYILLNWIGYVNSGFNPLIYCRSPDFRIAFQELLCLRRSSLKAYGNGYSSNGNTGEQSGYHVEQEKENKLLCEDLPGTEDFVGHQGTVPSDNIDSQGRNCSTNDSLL
uPA generation = cell surface uPA generation inhibition; cell surface uPA generation assay, qHTS; Potency, µM (highest dose often 38.3 µM), for the others: top-dose activity change, negative = inhibition, most hits filed as inhibitors; 0.31% of 330,000 active; AID 540303; active means well fitted inhibition curve with a large enough effect; inconclusive means small, poorly fitted or top-dose-only effect; inactive means no such curve, though single readings can be large or run the other way; tested in mouse RAW 264.7 cells; further: potency means the concentration at half of the fitted maximal effect; on the % scale 0 is the no-effect control and ±100 the full control effect; nearly all actives have a fitted effect of over 55% in size
USP2a block = inhibitors of human ubiquitin-specific protease USP2a; USP2 core, Ub-CHOP2 coupled fluorogenic reporter, 485/531; Potency, µM (series often up to 38.3 µM), without a hit: top-dose activity change, negative = inhibition, hits mostly inhibitors; 0.01% of 330,000 active; AID 463254;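 further: potency means the concentration at half of the fitted maximal effect; plate controls were DMSO wells for no effect and full inhibition by NEM control for full effect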
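USP2 core (10nM final) preincubated 30min RT with compound in 20mM Tris-HCl pH 8.0, 2mM CaCl2, 2mM beta-mercaptoethanol, 0.05% CHAPS; 25nM Ub-CHOP2 plus 25nM reporter substrate added, fluorescence (Ex485/Em531) read after 60min.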
BRCA1 expr act = activators of BRCA1 expression; Potency, µM (highest dose often 46.1 µM), without a hit: at the top dose activation, usual class: activators; 1.1% of 380,000 active; MCF7-BRCA1-FFLuc reporter, luminescence, 48 h; response scale: scaled: vehicle 0%, 10 µM genistein 100%; AID 624202; further: potency means the concentration at half of the fitted maximal effect; nearly all actives have a fitted effect of over 80% in size; some results filed as inactive show a strong effect at the top dose
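Luminescence from a BRCA1-driven firefly luciferase in MCF7 cells was read after 48 h compound exposure at 37 C. Data normalized against DMSO and a 10microM genistein activation control, then curve-fitted across the titration.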
Eya2 phos inh = Eya2 (human) phosphatase inhibition; O00167; recombinant Eya2, OMFP fluorescence dephosphorylation (OMFP is methylfluorescein phosphate); AID 488837; 0.006% of 330,000 active; Potency, µM (highest dose often 76.9 µM), without a hit: at the top dose activity, negative = inhibition, actives largely listed as inhibitors; further: potency means the concentration at half of the fitted maximal effect; on the % scale 0 is the no-effect control and ±100 the full control effect
Target sequence (O00167 whole entry, looked up): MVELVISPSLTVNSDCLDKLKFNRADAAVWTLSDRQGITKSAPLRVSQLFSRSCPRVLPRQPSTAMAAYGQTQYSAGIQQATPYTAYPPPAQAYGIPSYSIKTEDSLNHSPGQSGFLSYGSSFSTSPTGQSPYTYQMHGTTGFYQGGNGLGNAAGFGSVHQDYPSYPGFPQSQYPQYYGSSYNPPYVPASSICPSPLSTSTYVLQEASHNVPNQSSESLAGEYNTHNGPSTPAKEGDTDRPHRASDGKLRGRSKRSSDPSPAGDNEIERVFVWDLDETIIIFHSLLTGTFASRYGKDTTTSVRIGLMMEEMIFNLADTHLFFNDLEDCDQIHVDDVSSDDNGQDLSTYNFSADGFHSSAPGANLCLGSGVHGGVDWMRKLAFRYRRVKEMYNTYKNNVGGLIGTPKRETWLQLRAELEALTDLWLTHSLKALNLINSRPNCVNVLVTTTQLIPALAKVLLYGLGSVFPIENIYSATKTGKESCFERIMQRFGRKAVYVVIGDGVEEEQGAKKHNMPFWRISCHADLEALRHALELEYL
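Eya2 protein (added as 0.2 uM solution) was preincubated with compound for 10 min at ambient temperature in 50 mM HEPES pH 7.5, 50 mM NaCl, 5 uM MgCl2, 0.05% BSA, 1 mM DTT. OMFP (added at 50 uM) then reacted 10 min; fluorescence read at 485/525 nm.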
TRPV1 agonist = human TRPV1 agonism | Q8NER1 | TRPV1-expressing cells, Fluo-8 calcium influx, agonist mode | activation, % at 8.33 µM | 0.19% of 320,000 active | AID 540275; in the data active means activation above about 80%; inconclusive means between about 30% and that limit; further: 0% is about no effect
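TRPV1-expressing cells were cultured overnight at 35.5C and loaded with Fluo-8 calcium dye for 40 to 90 min at room temperature. After a 10 s baseline, compound was added and calcium influx was read kinetically for 3 min (ex 480/em 520 nm).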
ASM inhibitor = blocks human secretory acid sphingomyelinase; Potency, µM (titrated, usually from 57.5 µM), inactives show top-dose activity change, negative = inhibition, most hits filed as inhibitors; P17405; 0.006% of 340,000 active; placental ASM, HMU-PC fluorogenic substrate, 60 min; AID 504937; further: potency means the concentration at half of the fitted maximal effect
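Human placenta-derived ASM enzyme was preincubated with compound for 10 minutes at room temperature, then given fluorogenic substrate HMU-PC0 (9 uM final) for 60 minutes at 37 °C; a pH 10 stop preceded fluorescence reading at Ex 386/Em 447 nm.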
Integrin act MD = activates integrin-mediated alleviation for muscular dystrophy; 0.064% of 350,000 active; Potency, µM (series often up to 38.3 µM), without a hit: top-dose activation, usual class: activators; alpha7betagal myoblasts, beta-gal FDG fluorescence, 48 h;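 further: potency means the concentration at half of the fitted maximal effect; 100% = response of the positive control SU9516; nearly all actives have a fitted effect of over 60% in size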
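alpha7betagal+/- myoblasts (passage 13, 250/well) treated 48 h at 37C with compounds at 1:260 dilution of DMSO stock. Lysed, then beta-galactosidase activity read as FDG fluorescence (ex 480/em 540) after 30 min, with pre-read for autofluorescence.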
ELG1 genotoxic = induces genotoxicity in HEK293T cells with luciferase-tagged ELG1; HEK293T ELG1-luciferase reporter, luminescence, 16 h; 1.3% of 330,000 active; Potency, µM (series often up to 46 µM), for inactives: top-dose activity change, positive = activation, most hits filed as activators; further: potency means the concentration at half of the fitted maximal effect; % of control where 0% means no effect; nearly all actives have a fitted effect of over 60% in size
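Luminescence read-out: rising ELG1-luciferase signal, reflecting elevated ELG1 protein under genetic stress, flags genotoxic compounds. Cells were treated for 16 hr at 37 °C before ONE-Glo detection.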
p53 reactivation = restores transcriptional activity of mutant p53; Potency, µM (top dose mostly 92.2 µM), for the others: top-dose activity change, positive = activation, hits mostly activators; H1299 p53-A138V BP100-luciferase reporter, luminescence, 24 h; 0.063% of 320,000 active; AID 504706; further: potency means the concentration at half of the fitted maximal effect; % of control where 0% means no effect; nearly all actives have a fitted effect of over 45% in size
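H1299 (p53-null), stable ts p53-A138V + BP100-Luc; 1000 cells/well, Opti-MEM/10% FBS; cpd 4 pt, 1:5; 24 h, 37 deg C, 5% CO2; detection reagent 10 min RT; luminescence.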
Active calls of the source: *; ? = inconclusive; nt = no result given; & = joins results of further samples; [ ] = remark or other dose. Unless noted, the call rests on the fitted dose curve; in most records, active means well fitted curve in the direction sought with a large enough effect; inconclusive means small, poorly fitted or top-dose-only effect, or another doubt; inactive means no such curve, though single readings can be large; an effect the other way counts as inactive or inconclusive.

smiles | TSG101-PTAP inh | B2AR arrestin | uPA generation | USP2a block | BRCA1 expr act | Eya2 phos inh | TRPV1 agonist | ASM inhibitor | Integrin act MD | ELG1 genotoxic | p53 reactivation
COc1ccccc1-n1c(=S)[nH]c2c(sc(=S)n2-c2ccccc2)c1=O | -3.9% | 0.2% | 2.5% | -1.6% | 0.0% | 5.2% | 2.4 | 2.4% | -37.2% | -0.4% | -6.6%
CC1CCC(C(C)C)C(OCC(O)CNC(C)(C)C)C1 (centres undefined) | -0.4% | 0.1% | -26.7% | 0.4% | -2.3% | -10.9% | 7.8 | 1.4% | -48.9%[inhibitor] | -7.6% | 9.0%
COc1ccc(-n2nnnc2SCC(=O)Nc2c(C)n[nH]c2C)cc1 | -1.5% | -0.6% | -0.5% | 0.9% | -2.3% | 0.7% | nt | -0.6% | -2.5% | -1.4% | 5.0%
O=C(NNC(=O)c1ccccc1F)c1ccc(-n2cncn2)c([N+](=O)[O-])c1 | 0.8% | -0.1% | 1.3% | 2.3% | 0.3% | 3.4% | -1.4 | 2.3% | -3.5% | 5.3% | 2.1%
COc1ccc(N2CCN(S(=O)(=O)c3cc(-c4cc(C)no4)ccc3C(C)C)CC2)cc1 | -0.1% | -0.9% | ? | -5.5% | -11.7% | -4.4% | 0.8 | ? | 8.9% | -9.1% | 11.4%
COCc1cc(C)nc(SCC[N+](C)(C)CC(=O)c2ccc(Br)cc2)c1C#N | -1.0% | -0.4% | 4.4% | 5.0% | -15.2% | -0.4% | 4.8 | -8.4% | 3.5% | -15.8% | 2.3%
COc1ccc(C(=O)NCCc2c[nH]c3ccccc23)cc1OC | -2.7% | 0.5% | 3.8% | 1.7% | 18.3% | -1.1% | 0.8 | -0.7% | 1.7% | -1.0% | 11.5%
CC(=O)NCCCCCCNC(C)=O | -4.1% | -0.2%&-0.4% | 4.3% | 1.4%&2.5% | -11.6% | 1.3%&1.2% | 2.2&-1.2 | 17.0% | nt | 2.8% | -1.6%
CC(OC(=O)c1cc(=O)c2ccccc2o1)C(=O)c1ccccc1 (centres undefined) | -2.6% | -1.4% | 5.8% | 1.4% | 2.8% | 11.8% | 8.4 | 9.0% | ? | -0.6% | -11.8%
Cc1cccc2sc(N(CCCN(C)C)C(=O)c3sc4ccccc4c3Cl)nc12 | -0.2% | 0.2% | 5.3% | -0.3% | -38.3% | -7.6% | 0.4 | -8.2% | -11.5% | -3.3% | -6.7%
COc1ccc(S(=O)(=O)N2CCCOC2CNC(=O)C(=O)NCc2ccco2)cc1C (centres undefined) | -4.3% | 0.2% | ? | 3.5% | -30.5% | 6.4% | -0.4 | -3.4% | -54.8%[inhibitor] | 3.6% | -6.9%
CC(=O)OC1C=CCC2C(=O)c3cccc(O)c3C(O)C12 (centres undefined) | -1.6% | nt | 5.7% | nt | -29.2% | nt | nt | 1.1% | 3.7% | nt | nt
N#CC1=C(N)N(c2ccccc2)C(c2ccccc2)C1(C#N)C#N (centres undefined) | -9.1% | 0.3% | -4.4% | -0.9% | -47.6% | -8.9% | -2.6 | -18.9% | 31.6% | -2.2% | -2.6%
COc1ccccc1-c1nc2n(n1)C(c1ccccc1Cl)C(C(N)=O)=C(C)N2 (centres undefined) | -6.6% | 0.5% | -14.1% | 4.4% | -15.9% | -2.6% | nt | 6.2% | -4.0% | 6.0% | -3.5%
Cc1nc2c(cnn2-c2ccccc2Cl)c(=O)n1-c1ccc(C(C)C)cc1 | -10.0% | 0.1% | 0.4% | 1.7% | -20.8%&-62.4% | 0.1% | 0.4 | -1.2% | -24.8% | -8.5% | -0.3%
O=C(CSc1nnc(-c2cnccn2)n1Cc1ccco1)c1ccccc1 | -12.6% | -0.9% | -0.7% | -3.9% | -0.6%[1.84 µM] | -1.5% | 1.6 | -2.2% | -33.7% | 0.0% | -0.5%
Cc1cccc(OCc2nnc(SCC(=O)N3c4ccccc4Sc4ccc(Cl)cc43)o2)c1 | -4.2% | -0.9% | 3.9% | 1.5% | -34.5% | 3.6% | -2.7 | -0.6% | 0.4% | -0.1% | -6.2%
COCc1cc(C)nc(SCC(=O)Nc2ccc(N3CCOCC3)cc2)c1C#N | nt | -0.3% | 4.9% | 1.9% | -13.8% | -0.2% | -4.6 | 0.8% | -16.1% | 3.9% | 17.9%
COCCn1cnc2c1c(=O)n(Cc1ccc(C#N)cc1)c(=O)n2Cc1ccccc1 | -4.4% | 0.3% | -0.2% | 1.1% | -8.2% | -14.2% | ? | -0.3% | 6.8% | -2.6% | -3.4%
CN=c1scc(-c2c[nH]c3ccccc23)n1C | -0.3% | 0.1% | 4.3% | -0.9% | -34.3% | ? | -0.1 | 1.8% | -10.3% | -3.5% | -0.5%
C=CC(O)(C#CCN(CC)CC)c1ccccc1 (centres undefined) | -1.0% | -0.1% | 2.7% | 4.6% | 6.3% | -16.3% | -11.9 | 6.6% | 23.2% | -0.7% | 3.7%
O=S(=O)(Nc1ccc(-c2cn3cccnc3n2)cc1)c1ccccc1 | -1.9% | -0.1% | -0.7% | 2.5% | -1.6% | 9.3% | -1.5 | 24.5% | -0.5% | 0.9% | -0.5%
CC1(C)CC(=O)C=C(Nc2ccc(OCC(F)(F)C(F)F)cc2)C1 | 0.8% | -0.2% | -7.3% | 3.9% | 2.6% | 13.7% | 4.6 | -0.2% | -10.6% | 7.0% | ?
O=c1c2ccccc2cnn1Cc1n[nH]c(=S)n1-c1ccccc1Cl | 1.4% | -0.1% | -1.0% | -0.3% | -34.1% | 6.7% | 1.3 | 4.2% | -20.7% | 1.1% | 6.0%
O=C(c1ccc2c(c1)OCO2)N1CCC2(CC1)Oc1ccc(F)cc1C(=O)C21CC(c2cccnc2)=NO1 (centres undefined) | 0.5% | -0.3% | 6.8% | 3.3% | 9.9% | 1.6% | 0.3 | -2.5% | 15.4% | 0.8% | -3.3%
Cc1cc(S(=O)(=O)N2CCOCC2)ccc1OCC(=O)Nc1ccc(F)cc1F | -4.8% | -0.2% | -15.1% | 0.7% | 35.9% | 16.2% | -1.6 | 9.7% | ? | 7.2% | 2.8%
CN(C)c1ccc(/C=C2\C(=N)N3C(=NC2=O)Sc2cc(S(C)(=O)=O)ccc23)cc1 | nt | -0.7% | nt | 3.5% | nt | 20.2% | ? | nt | nt | -6.1% | -1.3%
O=C(Cn1c(=O)c2c(ncn2Cc2ccccc2)n(Cc2ccccc2)c1=O)N1CCc2ccccc21 | -5.5% | -0.4% | nt | 3.7% | 0.2% | ? | -0.1 | -1.1% | ? | 1.0% | -6.9%
Cc1ccc(N2CC(=O)Nc3c(oc4nc(-c5ccccc5)cc(C)c34)C2=O)cc1 | 0.3% | -1.0% | -1.5% | 0.8% | 5.4% | -2.2% | 1.3 | 2.1% | -8.1% | 3.9% | 0.4%
CC1CCCCN1C(=O)CSc1nc2ccccc2n1CC(=O)N1CCc2ccccc21 (centres undefined) | 0.1% | 0.1% | nt | -1.1% | -27.8% | 14.5% | ? | -2.9% | -7.5% | -4.6% | -8.1%
Cn1nc(-c2ccc(N3CCCCC3)c(NC(=O)c3ccco3)c2)c2ccccc2c1=O | -11.4% | 0.0% | 0.7% | -1.6% | -52.3% | 1.6% | 12.9 | -8.1% | ? | -15.5% | -11.5%
COc1ccc(CCNC(=O)Cn2cnc3c(nnn3Cc3ccc(C)cc3)c2=O)cc1OC | -4.3% | 0.1% | 1.0% | 3.1% | -2.4% | 1.6% | 2.1 | 6.9% | 11.0% | 4.5% | -13.1%
O=C(NCC1CCN(Cc2ccccc2Cl)CC1)Nc1cccc(Cl)c1 | -3.1% | 0.1% | 2.6% | -0.8% | -20.4% | 3.7% | ? | 1.9% | -56.5%[inhibitor] | -6.7% | 10.1%
Cc1ccc(-c2nn(-c3ccccc3)cc2/C=N/NS(=O)(=O)c2ccccc2)cc1 | -2.0% | 0.0% | -9.0% | 2.0% | 77.7% | -22.3% | 7.5 | -14.7% | 12.4% | 5.1% | 13.5%
CC(=O)N1CCN(c2nnnn2-c2ccccc2)CC1 | -6.2% | 0.2% | 2.5% | 3.5% | -1.1% | -2.3% | -1.9 | -0.4% | 3.8% | -0.3% | -2.7%
O=Cc1ccc(-c2nc3ccccc3s2)o1 | 0.1% | 0.2% | -8.0% | 5.5% | -11.6% | 16.7% | 3.3 | 18.1% | 8.0% | ? | -3.3%
Cc1c(NC(=O)COC(=O)c2cccn2C)c(=O)n(-c2ccccc2)n1C | -3.2% | 0.2% | 3.6% | 0.8% | -9.6% | 1.4% | nt | 0.0% | ? | 3.0% | 7.3%
